IDE act: IDE (human) activation, cell-based. HEK cells, FAbeta-B cleavage, fluorescence polarization; 0% vehicle, 100% cell-free pure enzyme wells. activation, % at 5.96 µM. hit rate 0.073% among 340,000. P14735. AID 493087;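 active means activation above the mean of all tested compounds plus 3 SD, set per screening campaign, cut at about 17% in these data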
VIM-2 inh: blocks Pseudomonas aeruginosa VIM-2 metallo-beta-lactamase; purified VIM-2, nitrocefin hydrolysis, epi-absorbance fluorescence; inhibition, % at 5.6 µM; hit rate 0.89% among 290,000;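 active means inhibition above the mean of all tested compounds plus 3 SD, cutoff set per screening run, cut at about 7.5% in these data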;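 further: red hydrolysis product quenches plate fluorescence so inhibitors raise well fluorescence; 0% = enzyme with DMSO and 100% = DMSO without enzyme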
IMP-1 inh: inhibitors of Pseudomonas aeruginosa IMP-1 metallo-beta-lactamase | inhibition, % at 5.6 µM | purified IMP-1, nitrocefin hydrolysis, epi-absorbance fluorescence | AID 1556 | hit rate 0.45% among 290,000;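 active means inhibition above the mean plus 3 SD of all compounds in the same screening run, cut at about 4.5% in these data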;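 further: 0% = IMP-1 with DMSO and 100% = DMSO wells lacking enzyme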
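Assay system: purified recombinant IMP-1 beta-lactamase. Input: IMP-1 0.2 nM before substrate addition. Buffer or medium: Zinc- and detergent-supplemented HEPES buffer, pH 7.1. Schedule: 25 °C, 15 min preincubation, 25 min reaction. Signal: Epi-absorbance fluorescence, 480 nm excitation, 530 nm emission. Evaluation: percent inhibition from optical density relative to buffer-blank wells.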
HCV NS3 hel inh: inhibitors of Hepatitis C virus NS3 helicase. NS3 helicase DNA unwinding, Cy5 molecular beacon fluorescence. inhibition, % at 10.9 µM. hit rate 0.56% among 290,000;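 active means inhibition above the mean of all tested compounds plus 3 SD, set per campaign, cut at about 35% in these data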;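 further: 0% = DMSO wells and 100% = thioflavine S control wells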
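Control set: DMSO versus 110 µM thioflavine S; Material: NS3 helicase fragment of HCV; Measured by: Cy5 fluorescence at 0 and 60 min, beacon hairpin quenching; Read-out basis: percent inhibition from t60/t0 fluorescence ratio; Times: reaction time 60 min, 25 °C; Repeats: single replicate; Compound dosing: single dose, 10.9 µM nominal final, DMSO 0.8% final.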
MEKK3 PB1 HTS: raises or lowers MEK5 binding to the human MEKK3 PB1 domain. hit rate 1.4% among 290,000. bead-based flow cytometry, Alexa488-MEK5 binding to MEKK3; actives lie on both sides; 0 = blocked by unlabeled MEK5, 100 = vehicle. binding response (% of control), % at 10 µM;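 active means binding response more than 3 SD above or below the average of its plate-row segment, actives on both sides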;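 further: Alexa488 bead fluorescence after subtracting the streptavidin-only scavenger bead signal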
Target sequence (Q99759 whole entry, looked up, the tested form may be a part): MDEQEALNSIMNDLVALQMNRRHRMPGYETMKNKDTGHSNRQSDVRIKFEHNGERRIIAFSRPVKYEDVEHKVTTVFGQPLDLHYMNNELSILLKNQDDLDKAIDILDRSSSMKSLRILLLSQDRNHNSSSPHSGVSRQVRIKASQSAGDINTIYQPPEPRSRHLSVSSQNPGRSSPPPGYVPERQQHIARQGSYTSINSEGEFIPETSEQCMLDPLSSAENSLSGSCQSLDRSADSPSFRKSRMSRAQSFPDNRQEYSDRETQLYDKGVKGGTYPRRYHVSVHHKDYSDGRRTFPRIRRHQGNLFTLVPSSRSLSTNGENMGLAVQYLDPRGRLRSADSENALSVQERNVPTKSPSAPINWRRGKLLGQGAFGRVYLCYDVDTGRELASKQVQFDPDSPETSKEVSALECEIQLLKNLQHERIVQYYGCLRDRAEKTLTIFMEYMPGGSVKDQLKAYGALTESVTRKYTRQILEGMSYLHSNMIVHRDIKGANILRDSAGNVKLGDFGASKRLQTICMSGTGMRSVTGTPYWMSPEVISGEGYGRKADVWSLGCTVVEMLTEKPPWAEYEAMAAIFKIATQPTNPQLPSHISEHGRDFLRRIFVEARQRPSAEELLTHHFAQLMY
DNA FID counter: fluorescent intercalator displacement, NS3 helicase counter-screen; DNA fluorescent intercalator displacement, fluorescence; inhibition, % at 7.9 µM; hit rate 0.17% among 290,000; AID 1845; in the data active means inhibition above about 37%;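 further: 0% = vehicle and 100% = reference compound; higher means more ethidium bromide displaced from hairpin DNA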
pCIP destab: compounds decreasing mouse p/CIP protein stability | hit rate 0.01% among 290,000 | decrease of EGFP signal, % at 10 µM | F442A p/CIP-EGFP cells, EGFP fluorescence, 16 h | Q05BA5;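 active means EGFP signal decrease of at least 30% at 10 µM or well 3 SD below plate mean, unless failing retest; inactive means the rest, including hits failing retest or dose response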; further: some compounds called inactive have numbers as strong as hits; many of its hits are not listed in these tables
SUMO HTRF inh: SUMOylation inhibition. P63279. HTRF SUMOylation assay, SAE1/SAE2 + UBC9, in vitro. inhibition, % at 35 µM. hit rate 0.36% among 290,000. AID 2006; in the data active means inhibition above about 50%, passing the limit was not always enough; further: strong numbers were not always called active
Target sequence (P63279 whole entry, looked up): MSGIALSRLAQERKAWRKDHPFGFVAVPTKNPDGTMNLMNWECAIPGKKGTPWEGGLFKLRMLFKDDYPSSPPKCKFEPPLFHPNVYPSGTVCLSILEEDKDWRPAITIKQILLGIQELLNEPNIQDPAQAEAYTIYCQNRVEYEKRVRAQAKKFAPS
PHOSPHO1 block: PHOSPHO1 (human) inhibition; Q8TCT1; recombinant PHOSPHO1, absorbance phosphatase assay; inhibition, % at 13.3 µM; hit rate 1.1% among 290,000; AID 1565; in the data active means inhibition above about 60%
Target sequence (Q8TCT1 whole entry, looked up): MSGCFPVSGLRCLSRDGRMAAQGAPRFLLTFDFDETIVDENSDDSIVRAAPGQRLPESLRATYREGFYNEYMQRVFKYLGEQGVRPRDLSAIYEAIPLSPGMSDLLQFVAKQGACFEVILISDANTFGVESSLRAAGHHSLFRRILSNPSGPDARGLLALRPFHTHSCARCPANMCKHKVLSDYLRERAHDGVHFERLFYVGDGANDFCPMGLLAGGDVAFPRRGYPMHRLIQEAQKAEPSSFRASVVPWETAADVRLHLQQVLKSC
* = called active by the depositor; x = no result given; [ ] = remark or other dose.

SMILES	IDE act	VIM-2 inh	IMP-1 inh	HCV NS3 hel inh	MEKK3 PB1 HTS	DNA FID counter	pCIP destab	SUMO HTRF inh	PHOSPHO1 block
CCNC(=O)[C@H]1O[C@@H](n2cnc3c(N)nc(NCCc4ccc(CCC(=O)O)cc4)nc32)[C@H](O)[C@@H]1O	8.4	x	x	x	106.0	x	3.5	-8.7	8.5
N/C(=N\OC(=O)CCC1CCCCC1)c1cccnc1	2.4	-5.2	-4.9	-0.4	100.0	-3.1	6.2	-0.5	39.3
O=C(c1ccc2oc(CCCc3ccccc3)nc2c1)N1CCCC1	-2.1	-1.2	-2.9	26.6	105.0	-33.6	-1.4	-2.5	18.5
O=C(NCc1ccco1)C(Cc1ccccc1)N1C(=O)C2C3C=CC(C3)C2C1=O (stereo not given)	7.5	-1.1	-1.9	4.1	120.0	-12.7	-6.4	17.8	-29.3
CCOc1ccc(S(=O)(=O)NCc2ccco2)c2ccccc12	0.9	0.6	-1.4	-0.2	119.0	-9.0	-10.3	23.5	1.4
CC(Sc1ccccc1)C(=O)NN=C1CCCCCCC1 (stereo not given)	6.0	-3.0	-1.5	13.0	103.0	-6.1	7.1	-3.2	-6.7
CCc1ccc(NC(=O)[C@H](Cc2ccccc2)NC(=O)C2CCN(C(=O)[C@@H](N)CC(C)C)CC2)cc1	7.3	-0.6	-1.1	-93.3	104.0	12.5	0.5	11.3	13.1
CCOC(=O)C1(Cc2cccc(Cl)c2)CCCN(C(=O)c2cnn(CC)c2)C1 (stereo not given)	4.2	-2.2	-4.0	8.5	104.0	-51.8	1.2	-4.7	x
CCN(Cc1ccncc1)C(=O)CCc1nnc(CCC2CCCCC2)o1	7.9	-2.4	-1.4	-3.4	98.0	-10.3	2.5	2.2	23.0
O=C(O)c1c2c(nc3ccc(S(=O)(=O)N4CCC(C(=O)N5CCCCC5)CC4)cc13)CCCC2	7.0	-6.3	-2.9	5.7	104.0	-35.9	-15.5	16.1	41.3
CN(c1cccc(Cl)c1)S(=O)(=O)c1cccc(C(=O)Nc2nc3ccccc3[nH]2)c1	3.5	-7.0	-3.4	-15.3	105.0	-15.1	-10.3	-11.7	9.1
CNC(=O)CN(c1cccc(Br)c1)S(C)(=O)=O	4.0	-0.5	0.8	8.7	108.0	-0.5	3.4	-12.1	10.4
COCCNC(=O)NC(=O)CN1C(=O)NC(Cc2c[nH]c3ccccc23)C1=O (stereo not given)	4.3	-1.9	-3.1	31.0	101.0	-4.7	6.2	-5.9	-2.8
CCc1ccc(CN(C)C(=O)CCc2nnc(-c3ccc(-c4ccccc4)cc3)o2)nc1	-14.0	-0.3	-0.3	-13.6	90.0	-23.9	-14.5	3.3	44.0
CCOCCc1c(O)nc(SCCOc2ccc(C)c(C)c2)[nH]c1=O	3.6	-1.5	-0.4	8.4	98.0	-8.9	-8.1	-0.8	-16.3
COc1ccc(OC)c(-c2cc(C(=O)Nc3cc(C)on3)no2)c1	2.4	-1.1	-1.5	-1.6	98.0	-5.8	-0.4	-11.9	11.0
COc1ccccc1CNC(=O)CCS(=O)(=O)c1ccc2c(c1)CCN2C(C)=O	7.2	-1.1	-3.8	-0.4	100.0	-9.6	-6.0	2.8	37.5
Cc1sc2c(c1C)c(=O)n(-c1ccccc1)c1nnc(C)n21	4.2	1.6	-3.0	-1.6	100.0	-2.8	5.5	4.5	35.8
CC(C)NC(=O)c1c(CSc2ccccc2)noc1C(=O)NCc1ccccc1	6.3	x	x	x	95.0	x	-6.6	-32.5	26.5
Cc1ccc(-n2cc(CNCCc3cscn3)c(-c3ccc(F)cc3)n2)cc1	2.0	-9.5	-3.7	-61.2	76.0	15.0	-10.6	-3.6	42.9
CC(C)(C)C1CCC(OC(=O)c2cncc(Br)c2)CC1 (stereo not given)	-0.2	-1.9	-2.6	1.5	109.0	-0.4	-9.3	-0.7	32.0
Cc1nc(NC(=O)COC(=O)CCC(=O)c2cccs2)c(Cl)cc1Cl	4.2	-3.7	-0.9	2.7	98.0	-10.6	-22.8	-13.4	3.4
O=C(CCN1CCN(Cc2ccccc2)CC1)Nc1cccc(Cl)c1	-5.9	-2.5	-1.8	-1.1	104.0	14.1	-7.5	0.1	-11.6
Cc1cc(C)nc(SCc2ccc(C(=O)N/N=C/c3cccnc3)cc2)n1	4.1	1.5	-1.8	5.4	95.0	-29.0	-10.3	12.5	-91.0
c1ccc(CN(Cc2ccccc2)c2c3c(nc4ncnn24)CCC3)cc1	0.6	-1.9	-2.1	-0.2	86.0	-24.2	-6.4	11.8	41.2
CCN(CC)CCCN(Cc1cc2cc3c(cc2[nH]c1=O)OCO3)C(=S)NCCCN(C)C	-0.6	3.7	-2.1	-4.0	100.0	23.8	17.1	17.6	x
O=C(O)CCCc1ccc2ccc3cccc4ccc1c2c34	6.5	1.0	0.2	-20.6	95.0	-11.0	0.1	16.1	6.9
C=CCN(C(=O)c1csnn1)C(C(=O)NCc1ccc(F)cc1)c1cccs1 (stereo not given)	0.6	-2.1	-0.2	-1.8	100.0	-21.9	-16.1	8.7	35.9
CN1C(=O)C2(Nc3ccccc3-c3nc4ccccc4n32)c2ccccc21 (stereo not given)	0.6	-2.3	-3.5	-4.2	101.0	-20.1	-22.9	11.8	3.9
COCC(=O)OCC(=O)Nc1ccc(Cl)cc1[N+](=O)[O-]	2.7	0.1	-1.3	-5.7	32.0*[inhibitor]	2.7	6.8	9.9	31.9
CCc1nccn1S(=O)(=O)c1ccc2ccc(C)cc2c1	6.7	-2.0	-3.3	6.3	104.0	2.5	-3.0	15.4	10.4
COc1ccc(N2C(=O)CC(Sc3ncn[nH]3)C2=O)c(OC)c1 (stereo not given)	-11.5	-4.4	-5.0	-3.1	122.0*	-16.6	-7.4	6.7	92.2*
O=c1c2ccccc2nc2ccc(N3CCOCC3)nn12	4.9	2.2	-0.5	3.6	108.0	1.6	-2.5	-6.5	13.4
CC(C)NC(=O)NC(=O)COC(=O)c1cc[n+]([O-])cc1	2.0	-0.9	-3.0	-1.8	103.0	-2.4	-11.0	16.2	27.5
COc1ccc(C2CC(c3cccs3)=NN2c2ccc(C=O)cc2)cc1 (stereo not given)	x	1.3	-2.0	-4.4	88.0	-2.3	-11.3	19.0	-4.4
COc1ccc(/C=N/NC(=O)Cn2nc([N+](=O)[O-])cc2C)c(OC)c1OC	1.9	-2.6	-2.0	-16.6	100.0	-8.8	-6.4	7.6	1.0
COc1ccc(S(=O)(=O)N2CCCCC2)cc1NC(=O)c1cccnc1SC	6.4	-2.6	-1.4	-15.3	83.0	-18.8	0.4	-14.3	-20.3
Cc1ccc(/C=C/C(=O)NC2CCS(=O)(=O)C2)cc1 (stereo not given)	1.3	0.7	-0.3	3.7	104.0	-9.5	-12.2	13.5	53.2
Clc1cccc(OCCCn2ccnc2)c1	1.2	0.1	-0.1	-5.8	103.0	5.0	2.1	-3.5	8.3
Oc1c(Cl)cc(Cl)c2cccnc12	2.5	-1.9	-0.8	1.2	99.0	-0.1	-6.8	4.9	1.8
CC(C)(C)C(=O)CSc1ncnc2c1cnn2-c1ccccc1	x	-1.3	-3.5	31.7	x	-8.4	-13.8	11.0	10.6
C=CCNC(N)=S	4.4	3.0	-1.6	-0.5	102.0	-3.1	-4.9	-2.9	24.0
CCC(NC(=O)Cn1cnc2c(=O)n(C)c(=O)n(C)c21)c1ccccc1 (stereo not given)	0.1	-0.9	-3.9	7.2	99.0	2.5	-33.4	5.0	8.7
CCn1c(=O)c(C(=O)NCCc2ccccc2)c(O)c2ccccc21	5.2	-2.1	-2.2	4.3	98.0	-0.2	2.8	-17.0	20.1
O=C(c1cc2c(ccc3ccccc32)o1)N1CCN(c2ncc(C(F)(F)F)cc2Cl)CC1	-0.4	-3.2	-1.4	-1.5	103.0	0.8	-3.7	4.8	-10.5
COc1ccc2c(=O)cc(-c3cccnc3)oc2c1OC	-3.2	-0.9	-1.3	-0.2	103.0	-6.0	-2.0	15.0	19.9
CCn1c(SCC(=O)NC2CCCc3ccccc32)nnc1-c1ccncc1 (stereo not given)	4.5	-4.3	-2.9	-2.1	108.0	-12.4	0.7	2.9	-6.0
CCOc1ccc(-n2c(SCC(=O)Nc3ccccc3C)n[nH]c2=O)cc1	4.4	-2.8	-0.8	0.6	98.0	-12.4	-7.7	-20.6	12.8
CCc1ccc(-n2ccc(=O)c(C(=O)O)n2)cc1	5.3	-0.6	-3.0	8.6	103.0	0.7	-8.9	8.2	-15.9
COc1ccc(/C=N/n2c(C)nc3ccccc3c2=O)cc1	1.6	-0.1	-0.1	3.3	103.0	-15.2	-9.5	5.4	19.0
(more compounds)
SMILES	IDE act	VIM-2 inh	IMP-1 inh	HCV NS3 hel inh	MEKK3 PB1 HTS	DNA FID counter	pCIP destab	SUMO HTRF inh	PHOSPHO1 block
COc1ccc(C)cc1N(C(=O)c1cccc(F)c1)c1nc2ccccc2s1	2.1	-2.3	-3.5	-14.1	103.0	-15.8	0.7	-18.2	-11.2
CCCCn1c(=NC(=O)c2cccnc2)c(C(=O)OCC)cc2c(=O)n3ccccc3nc21	7.2	2.5	-1.2	9.9	103.0	-14.3	-11.1	18.7	-4.0
COC(=O)C1=CN(CC2CCCO2)C=C(C(=O)OC)C1c1cccc(O)c1 (stereo not given)	x	-0.5	-2.3	1.5	102.0	-4.0	-4.1	26.1	-15.8
CCCCOc1ccc(/C(O)=C2/C(=O)C(=O)N(CCN(C)C)C2c2ccc(O)c(OC)c2)cc1 (stereo not given)	-0.7	-1.1	-0.7	0.2	102.0	-1.6	3.9	2.4	-22.1
Cc1cccc(CN2CCN(CC(=O)N3CCCC3)C2=O)c1	4.1	-2.7	-2.1	0.1	119.0	-0.7	6.9	-1.7	16.0
C=CCN1C(=O)CSC1=Nc1ccc(O)cc1	5.5	-3.4	-4.2	0.8	109.0	-1.8	-12.1	4.6	7.8
Oc1ccc2c(c1)C1CCCC1(N1CCOCC1)O2 (stereo not given)	-1.4	-3.0	-2.5	19.3	113.0	-6.5	1.6	13.0	13.2
CCC(=O)N1CCc2cc(S(=O)(=O)NCCC(=O)Nc3cc(C)cc(C)c3)ccc21	1.9	-4.8	-4.1	6.0	96.0	-26.7	-2.3	-14.4	23.5

Random excerpt: 4 records from the list
SMILES	IDE act	VIM-2 inh	IMP-1 inh	HCV NS3 hel inh	MEKK3 PB1 HTS	DNA FID counter	pCIP destab	SUMO HTRF inh	PHOSPHO1 block
COc1ccc(OC)c(-c2cc(C(=O)Nc3cc(C)on3)no2)c1	2.4	-1.1	-1.5	-1.6	98.0	-5.8	-0.4	-11.9	11.0
Cc1cc(C)nc(SCc2ccc(C(=O)N/N=C/c3cccnc3)cc2)n1	4.1	1.5	-1.8	5.4	95.0	-29.0	-10.3	12.5	-91.0
C=CCN1C(=O)CSC1=Nc1ccc(O)cc1	5.5	-3.4	-4.2	0.8	109.0	-1.8	-12.1	4.6	7.8
Cc1nc(NC(=O)COC(=O)CCC(=O)c2cccs2)c(Cl)cc1Cl	4.2	-3.7	-0.9	2.7	98.0	-10.6	-22.8	-13.4	3.4

Compound activity deposited in PubChem BioAssay by several laboratories.

Some of the compounds tested; rates above refer to the full screens.
